# GPR151 activ: activators of human GPR151; activation, % at 11.2 µM; PathHunter beta-arrestin GPR151 cells, luminescence; Q8TDV0; hit rate 1% among 650,000; AID 1508602; in the data active = activation above about 4.9%;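 note: 0% = median of compound wells and 100% = cells with positive control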
# Target sequence (Q8TDV0 whole entry, looked up): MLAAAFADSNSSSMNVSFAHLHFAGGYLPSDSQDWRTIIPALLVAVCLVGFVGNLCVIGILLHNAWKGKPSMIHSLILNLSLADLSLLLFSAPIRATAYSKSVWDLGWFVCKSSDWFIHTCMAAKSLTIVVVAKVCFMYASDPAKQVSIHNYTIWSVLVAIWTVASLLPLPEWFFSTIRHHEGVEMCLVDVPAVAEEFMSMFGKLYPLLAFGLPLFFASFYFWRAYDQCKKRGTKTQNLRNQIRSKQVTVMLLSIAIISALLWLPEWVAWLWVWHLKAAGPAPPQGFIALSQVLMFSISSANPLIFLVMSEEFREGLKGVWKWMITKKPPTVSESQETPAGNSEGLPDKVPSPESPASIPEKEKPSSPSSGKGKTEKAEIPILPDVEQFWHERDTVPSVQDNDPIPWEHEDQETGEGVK
# FBW7 act: human FBW7 E3 ligase activation, primary screen. AlphaScreen FBW7–phospho-cyclin E peptide binding, activator screen. normalized activity (activation), % at 26.1 µM. hit rate 0.13% among 650,000. Q969H0. AID 1259310; in the data active = normalized activity above about 1.9%;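 note: purified mutant Fbw7 with reduced substrate affinity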
# TEAD-YAP inh: TEAD-YAP interaction inhibition; HEK-TIYL cells, TEAD-Gal4/YAP UAS-luciferase luminescence; inhibition, % at 9.12 µM; hit rate 1.4% among 640,000; in the data active = inhibition above about 32%;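 note: 0% = median of test compound wells and 100% = reference inhibitor wells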
# MITF primary: inhibitors of human MITF | O75030 | AlphaScreen MITF homodimerization, bead proximity signal | inhibition, % at 2.6 µM | hit rate 0.91% among 650,000 | AID 1259374; in the data active = inhibition above about 50%;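 note: 0% = vehicle wells with protein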
# Target sequence (O75030 whole entry, looked up): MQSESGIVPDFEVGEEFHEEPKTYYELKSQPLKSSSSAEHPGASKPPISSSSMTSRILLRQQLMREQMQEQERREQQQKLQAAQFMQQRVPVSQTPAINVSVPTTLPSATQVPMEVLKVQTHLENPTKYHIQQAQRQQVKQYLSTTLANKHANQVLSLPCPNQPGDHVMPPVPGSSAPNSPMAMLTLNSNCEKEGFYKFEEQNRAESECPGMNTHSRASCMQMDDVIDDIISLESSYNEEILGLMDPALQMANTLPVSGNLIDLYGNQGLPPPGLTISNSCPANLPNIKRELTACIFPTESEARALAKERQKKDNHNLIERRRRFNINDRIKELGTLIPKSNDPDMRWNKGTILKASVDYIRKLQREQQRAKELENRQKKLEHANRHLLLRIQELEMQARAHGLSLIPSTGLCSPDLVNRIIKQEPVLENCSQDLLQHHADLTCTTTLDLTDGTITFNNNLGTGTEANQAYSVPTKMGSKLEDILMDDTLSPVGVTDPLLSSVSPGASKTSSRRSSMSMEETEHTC
# * marks the source's active call; other numbers are inactive results.
# Every second line gives: GPR151 activ	FBW7 act	TEAD-YAP inh	MITF primary
Cc1nc2ccc3nc(NC(=O)c4ccc(S(=O)(=O)N5CCc6ccccc65)cc4)sc3c2s1
→ -0.3	0.3	-8.7	7.5
O=c1/c(=C/c2ccc(Cl)cc2)sc2ncnn12
→ 3.9	0.0	-18.4	4.5
Cc1cccc(CCNC(=O)CC2C(=O)NCCN2CC2CCCCC2)n1 (stereo not drawn)
→ -0.3	0.2	-1.8	-19.1
O=C(/C=C/c1cccs1)N1CCN(c2ccc(-c3cccnc3)nn2)CC1
→ -1.2	-0.2	-6.1	8.2
Cc1cc(-c2ccc(Cl)cc2)nc2c1c(C)nn2CCO
→ -0.2	-0.3	-6.9	3.6
Cc1csc(NC(=O)CSc2nnc3c4c(C)c(C)sc4ncn23)n1
→ -0.2	0.0	-3.4	12.3
CCN(C(=O)Cn1ncc2c(=O)oc3ccc(C)cc3c21)c1cc(OC)ccc1OC
→ -0.7	0.1	18.6	17.3
CC(C)Sc1nnc(CNC(=O)C23CC4CC(CC(C4)C2)C3)n1CCc1ccccc1
→ -0.6	-0.3	-5.2	-6.3
O=C(O)CSc1nc2ccc([N+](=O)[O-])cc2[nH]1
→ -0.7	-0.2	5.1	10.3
CC[C@H](C)[C@@H]1NC(=O)[C@@H]2C[C@H](NC(=O)Nc3ccc(Cl)cc3Cl)CN2C1=O
→ 0.7	0.1	-2.6	4.2
COC(=O)C1=C(C)NC2=C(C(=O)CCC2)C1c1cccc(Cl)c1 (stereo not drawn)
→ -1.0	0.2	6.5	-8.5
Cc1ccc(C(=O)N/C(=C/c2cccc(Br)c2)C(=O)NCC(=O)O)cc1
→ -1.3	-0.1	2.9	9.7
CCC(C)N(C(=O)NCC1CC(CNC(=O)N(C(C)CC)C(C)CC)C1(C)C)C(C)CC (stereo not drawn)
→ -0.2	-0.1	0.8	0.1
CCOC(=O)C(=O)N1c2ccc(C)cc2C(C)(c2ccccc2)CC1(C)C (stereo not drawn)
→ -1.5	0.0	7.7	17.1
O=C1N=c2ccccc2=C1C=c1ccc(=Cc2c(O)[nH]c3ccccc23)cc1
→ 1.0	-0.2	2.2	2.7
CC(=O)c1ccc(NC(=O)CCSCCC(=O)Nc2ccc(C(C)=O)cc2)cc1
→ 0.1	0.0	7.0	12.2
CCc1ccccc1NC(=O)c1cc2c(=O)n3ccccc3nc2n1C
→ -0.7	0.2	8.9	0.0
Cn1/c(=N/NC(=O)c2ccccc2Br)sc2ccccc21
→ 1.4	-0.1	-45.4	-7.0
C/C(CC(=O)Nc1ccc2c(c1)OCCO2)=N\NC(=O)c1cccc(Br)c1
→ -0.8	0.2	-25.2	1.8
CN(CC(=O)NCc1ccncc1)S(=O)(=O)c1ccc(Br)cc1
→ 0.0	-0.1	1.8	3.3
CCCCC(=Nc1ccc(N)cc1)C1=C(O)C(C(=O)OC)C(C)(C)CC1=O (stereo not drawn)
→ 0.9	-0.1	2.4	29.4
COc1cc(-c2nc(C=Nc3cccc(F)c3)c(O)o2)cc(OC)c1OC
→ 0.7	-0.1	3.1	9.5
O=[N+]([O-])c1ccc(Cl)nc1/N=c1\ccc(Cl)cn1O
→ 0.7	-0.4	6.6	-1.8
CCN1C(=O)C(CC(=O)Nc2ccc(C(=O)OC)cc2)N(CCc2ccccc2)C1=S (stereo not drawn)
→ 0.9	0.0	1.7	3.8
CCSCCOC(=O)C1=C(C)NC2=C(C(=O)C(C(=O)OC)C(C)C2)C1c1ccc(SC)cc1 (stereo not drawn)
→ 0.6	0.7	3.8	-8.5
CCCOc1ccc(/C=C2/SC(N3CC(C)OC(C)C3)=NC2=O)cc1 (stereo not drawn)
→ -1.5	0.0	-1.5	0.8
CC12C=CC3(CN(Cc4ccccc4)C(=O)C3C1C(=O)NCc1cccs1)O2 (stereo not drawn)
→ 0.5	0.5	6.6	21.4
COc1ccc(N2C(=O)CC(SCCc3nc4ccccc4[nH]3)C2=O)cc1 (stereo not drawn)
→ -2.3	0.0	2.6	18.0
CSc1nc2nc(C)cc(C)n2n1
→ 0.0	0.1	-3.5	6.3
Cc1ccc(NC(=O)c2cc(-c3ccccc3)nc3ccccc23)c([N+](=O)[O-])c1
→ -1.0	-0.1	8.0	1.6

# Going on with the list.
# Every second line gives: GPR151 activ	FBW7 act	TEAD-YAP inh	MITF primary
CS(=O)(=O)N1CCN(c2ccc(NC(=O)Cc3ccccc3)cc2)CC1
→ 0.0	0.3	15.3	5.7
COc1ccc(/C=C/C2=NC(=C\c3cccc(Cl)c3Cl)/C(=O)O2)cc1
→ -0.8	-0.1	-1.6	-2.5
CC(CNC(=O)/C=C/c1ccc2c(c1)OCO2)NC(=O)/C=C/c1ccc2c(c1)OCO2 (stereo not drawn)
→ 2.0	0.0	-29.1	0.4
CCOC(=O)c1c(NC(=O)c2onc(C)c2Cl)sc(C(C)=O)c1C
→ 0.5	0.1	-18.8	5.5
O=C(COc1ccc(Cl)cc1)NCc1ccco1
→ 0.3	0.0	0.9	4.7
Cc1ccc2c(c1)N(C(=O)Nc1ccccc1)CC(C)O2 (stereo not drawn)
→ -0.8	0.0	1.2	6.1
COCC1CCCN(C(=O)C2CC(Cc3cccc(OC)c3)=NO2)C1 (stereo not drawn)
→ -0.1	-0.1	-31.8	-15.3
CCN(CC(=O)Nc1cccc(Cl)c1C)S(=O)(=O)c1ccc(OC)cc1
→ 0.4	-0.1	7.9	-16.9
O=C(Nc1cccnc1)c1ccccc1[N+](=O)[O-]
→ 1.4	0.1	4.5	13.1
O=C(Nc1ccc(Cl)cc1F)c1cc(S(=O)(=O)NCc2ccc3c(c2)OCO3)ccc1F
→ 0.3	0.1	5.9	7.8
Cc1ccc2c(COC(=O)CNC(=O)c3ccco3)cc(=O)oc2c1C
→ 0.2	0.0	-1.1	1.5
Cc1ccc(Cl)cc1NC(=S)N(CCCN1CCC(C)CC1)Cc1ccco1
→ -0.3	-0.1	12.9	0.0
O=C(Nc1sc2c(c1C(=O)O)CCC2)c1cccc([N+](=O)[O-])c1
→ 1.0	-0.2	5.3	0.6
COc1ccc(-c2nc(Nc3ccccc3)c3ncn(C4CCCCC4)c3n2)cc1
→ 1.4	-0.1	-2.6	-6.8
O=C(CCSS(=O)(=O)O)N1CCc2ccccc21
→ 0.0	-0.1	-2.0	-2.7
O=C(O)c1ccccc1C(=O)N(CN1C(=O)c2ccccc2C1=O)c1ccc(F)cc1
→ 0.0	0.0	1.7	15.5
O=C(COC(=O)c1cc[n+]([O-])cc1)NC1CCCCCC1
→ 0.9	0.0	-6.5	3.7
COc1ccc(NC(=O)CSc2nc3[nH]ncc3c(=O)n2-c2cccc(C(F)(F)F)c2)cc1OC
→ -1.7	0.4	0.1	-4.9
Cc1cc(Cl)ccc1N(CC(=O)N1CCCCC1)S(C)(=O)=O
→ -0.3	0.0	-0.6	0.9
NC(=O)c1ccc(NC(=O)CN2C(=O)NC3(CCCc4ccccc43)C2=O)cc1 (stereo not drawn)
→ 0.1	0.0	4.9	-1.8
CC1(C)CC(=O)C2=C(C1)N(c1cccc(C(F)(F)F)c1)C(N)=C(C#N)C2c1ccc2c(c1)OCO2 (stereo not drawn)
→ 0.7	0.0	0.4	4.2
O=[N+]([O-])c1ccc(Nc2ccc(O)cc2)c2nonc12
→ -1.2	-0.2	6.1	8.8
COc1ccc(Cl)cc1C(=O)Nc1cccc2nsnc12
→ -1.7	0.3	5.8	1.1
O=C(c1ccc(Cl)cc1[N+](=O)[O-])N1CCCc2ccccc21
→ 0.0	-0.8	-7.0	-2.4
CN(C)CCCNC(=S)Nc1ccccc1Cl
→ 0.6	0.0	6.3	11.6
CCc1ccc(N2CC(C(=O)Nc3ccc(N(C)C)cc3)CC2=O)cc1 (stereo not drawn)
→ 1.0	0.3	4.5	-11.8
CCOc1ccc(OCC(=O)Nc2sc3c(c2C(N)=O)CCC(C)C3)cc1 (stereo not drawn)
→ -0.3	-0.1	0.3	-11.9
CCCCCC1CC(=O)N(Cc2ccc(Cl)cc2)C(=O)N1 (stereo not drawn)
→ -0.4	0.1	10.0	-4.8
O=C(Nc1ccc2c(c1)CN(C(=O)C1CC1)CC2)c1ccco1
→ -0.5	0.1	-8.9	12.7
CCN1C(=O)S/C(=C/c2ccc(C(=O)O)cc2)C1=O
→ -1.0	0.0	-14.8	14.0

# Remaining list, next part
# Every second line gives: GPR151 activ	FBW7 act	TEAD-YAP inh	MITF primary
COc1ccc(-c2cc(C(=O)Nc3cnn(Cc4ccccc4C)c3)no2)cc1OC
→ 1.2	0.0	-0.8	-19.6
CC1CN(C)C(C)CC1OC(=O)c1ccccc1Cl (stereo not drawn)
→ 0.5	-0.5	0.7	0.2
CC(Cc1ccccc1)NC(=O)CO/N=C/c1ccccc1O (stereo not drawn)
→ -0.5	-0.2	7.9	-4.9
CC(=O)C(Sc1nnc(Nc2ccccc2F)s1)C(C)=O
→ -6.0	0.4	-29.6	2.2
O=C1/C(=C/c2cc([N+](=O)[O-])ccc2O)NC(=S)N1c1ccccc1
→ 0.3	0.0	1.0	1.1
Cc1ccc2c(Cl)c(-c3nnc(-c4ccc(C(C)C)cc4)o3)sc2c1
→ -2.0	1.8	2.6	16.9
CCc1ccccc1N(CC(=O)NCc1ccco1)C(=O)CCC(=O)Nc1nccs1
→ -0.9	0.1	1.9	23.3
O=C(c1ccccc1)n1c2ccccc2c2ccccc21
→ -0.2	0.3	36.2*	18.1
Cc1cccc(NC(=O)c2c(C(=O)Nc3ccc(F)cc3)sc3nc(C)cc(=O)n23)c1
→ -1.4	0.0	-1.7	-7.2
CCOC(=O)C1=C(O)/C(=C/c2ccco2)SC1=Nc1cccc2ccccc12
→ 0.7	-0.1	-2.4	9.4
CNc1c(C)ccc2c1C(=O)c1ccccc1C2=O
→ -1.2	-1.9	-43.2	83.7*
Cn1c(=O)[nH]c(=O)c2c1nc(N(CCO)Cc1ccccc1)n2CCCc1ccccc1
→ 0.6	-0.1	-0.8	15.1
CCOC(=O)C(NC(=O)c1ccc(OC)cc1)(Nc1cccc(C(C)=O)c1)C(F)(F)F (stereo not drawn)
→ -0.4	-0.2	-4.3	-9.9
COc1ccc(OS(=O)(=O)c2cccc(C(=O)Nc3ccccc3)c2)cc1
→ 1.5	0.2	8.1	7.3
COc1ccc(C2C(C(C)=O)=C(C)N=c3s/c(=C/c4ccc(OC)cc4OC)c(=O)n32)cc1 (stereo not drawn)
→ 0.1	-0.1	5.7	-0.2
COc1cc(CCN2C(=O)c3cccc4cccc(c34)C2=O)c(S(=O)(=O)NCCCO)cc1OC
→ -1.3	-0.2	17.1	-8.8
O=C(/C=C/c1ccccc1)N1CCN(C(=O)c2ccco2)CC1
→ -1.3	0.0	-3.0	-11.2
C=CCN1C(=O)/C(=C2\SC(=S)NC2=O)c2ccccc21
→ 0.5	-0.1	-2.9	-2.4
CCN1CCCC1CNCc1cccc(OC)c1OC (stereo not drawn)
→ 0.7	-0.2	2.3	-1.8
COc1ccc(C2=C/C(=C3\c4ccccc4-c4ncccc43)C(=O)O2)cc1
→ 0.7	0.1	-0.9	-10.6
CCOC(=O)CNC(=O)c1sc2ncn(CC(=O)N3CCCC(C)C3)c(=O)c2c1C (stereo not drawn)
→ 1.1	-0.2	9.2	3.6
Cn1c(=NC(=O)c2ccc(S(=O)(=O)N3CCCC3)cc2)sc2cc([N+](=O)[O-])ccc21
→ 0.5	0.0	0.0	5.9
CC1=C(C(N)=O)C(c2ccc([N+](=O)[O-])cc2)n2nnnc2N1 (stereo not drawn)
→ -0.9	0.2	5.2	-11.6
CC(C)n1cnc2c(N)nc(N3CCc4ccccc4C3)nc21
→ 0.5	-0.2	-16.3	3.4
Cc1sc2nc3c(C(=O)NCCNc4ccc5ccccc5c4)cccn3c(=O)c2c1C
→ -0.5	0.0	-3.3	15.2
CC(=O)Oc1ccc(C(=O)Nc2nc3ccc([N+](=O)[O-])cc3s2)cc1
→ -1.0	0.1	-1.5	7.5
Cn1c(C(=O)O)c(CC(=O)N2CCCCCC2)c2ccccc21
→ 1.9	0.0	-3.6	4.8
CC(C)NS(=O)(=O)c1ccc(NC(=O)c2ccc(S(=O)(=O)N(C)C)cc2)cc1
→ 0.7	0.0	-32.8	-2.3
Cc1sc(NC(=O)c2ccc(S(=O)(=O)N3CCCC3)cc2)c(C#N)c1C
→ 0.7	0.2	-1.7	5.1
COc1ccccc1/C=C/CN1CCc2nnc(C3CCCO3)n2CC1 (stereo not drawn)
→ -0.4	0.2	-0.6	0.0
O=c1[nH]n2c(-c3cccc([N+](=O)[O-])c3)nc(O)c2c2ccccc12
→ -0.4	0.0	3.7	2.3
CSc1ccc(Oc2cccc(C(=O)CC#N)c2)cc1
→ -0.4	0.0	0.3	9.5

# Looked up by compound from above (five):
# Every second line gives: GPR151 activ	FBW7 act	TEAD-YAP inh	MITF primary
CC(C)NS(=O)(=O)c1ccc(NC(=O)c2ccc(S(=O)(=O)N(C)C)cc2)cc1
→ 0.7	0.0	-32.8	-2.3
Cc1sc(NC(=O)c2ccc(S(=O)(=O)N3CCCC3)cc2)c(C#N)c1C
→ 0.7	0.2	-1.7	5.1
C=CCN1C(=O)/C(=C2\SC(=S)NC2=O)c2ccccc21
→ 0.5	-0.1	-2.9	-2.4
Cn1c(=NC(=O)c2ccc(S(=O)(=O)N3CCCC3)cc2)sc2cc([N+](=O)[O-])ccc21
→ 0.5	0.0	0.0	5.9
CC(=O)Oc1ccc(C(=O)Nc2nc3ccc([N+](=O)[O-])cc3s2)cc1
→ -1.0	0.1	-1.5	7.5

# A few values from above:
# Cn1c(=NC(=O)c2ccc(S(=O)(=O)N3CCCC3)cc2)sc2cc([N+](=O)[O-])ccc21 in MITF primary → 5.9
# CC(C)n1cnc2c(N)nc(N3CCc4ccccc4C3)nc21 in GPR151 activ → 0.5

# Source: PubChem BioAssay (The Scripps Research Institute Molecular Screening Center)
